Screens (PubChem)
dFosB activator – enhances mouse delta FosB homodimer DNA binding. P13346. purified delta FosB, TAMRA-CDK5 oligo fluorescence polarization; percent of positive-control signal above neutral wells. activation, % at 25 µM. actives 0.99% (n = 340,000);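 active = mean activation above about 17%, with every replicate also reaching it, limit read from the data, passing the limit was not always enough; inconclusive = only one of the two conditions met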;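 note: fluorescence polarization rise as delta FosB binds a TAMRA Cdk5 AP-1 oligo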
CDK5 p35 inh – CDK5/p35 (human) kinase inhibition. Recombinant CDK5/p35, ADP-Glo luminescence, 60 min. inhibition, % at 10 µM. actives 0.01% (n = 330,000);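 active = highest replicate inhibition of at least 50% and at least 75% of replicates reaching 50%; inconclusive = only one of the two criteria met; inactive = both criteria failed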;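 note: plate controls were DMSO neutral control for no effect and GW8510 at 10 µM for full effect; many of its hits are not listed in these tables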
PKA-R2B act – activators of human PKA-R2B complex; P22694+P31323; PKA-R2B holoenzyme dissociation, Cy5-IP20 fluorescence polarization; R2B truncated from residue 108, S112A mutant; 0% DMSO only, 100% 113 µM cGMP; activation, % at 11.4 µM; actives 0.079% (n = 340,000); AID 504700;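 active = activation above a cutoff set at the mean over all compounds plus 3 SD, cut at about 18% in these data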;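 note: higher means more holoenzyme dissociation and a rise in polarization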
PKA-R1A act – activates the PKA-R1A holoenzyme complex; PKA-R1A dissociation, Cy5-IP20 fluorescence polarization; scaled: DMSO 0%, 113 µM cGMP 100%; actives 0.083% (n = 340,000); P00514+P68181; activation, % at 11.4 µM;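 active = percent activation above the mean of all tested compounds plus 3 SD, cut at about 19% in these data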;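 note: higher means more PKAc released from R1A so a rise in polarization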
Mot1-301 SUMO – inhibitors of SUMOylation pathway: yeast Mot1-301 growth rescue; S. cerevisiae Mot1-301 growth rescue, ATP luminescence, 38.5C; percent above DMSO median, 100 means doubled; growth rescue, % at 18.8 µM; actives 1% (n = 320,000); AID 2716;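 active = every valid replicate shows activation above 250% relative to neutral control wells; inactive = the rest, any valid replicate at or below 250%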;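 note: OY570 slx delta 5 strain wells were the positive control but not used for scaling; some compounds called inactive have numbers as strong as hits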
MITF act – activators of MITF-driven TRPM1 promoter activity in SK-MEL-5 cells | SK-MEL-5 TRPM1-promoter luciferase, 24 h; % of positive control, neutral wells = 0 | activation, % at 12.5 µM | actives 0.75% (n = 300,000) | AID 588334;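 active = mean activation of at least 80% with every replicate also reaching 80%; inconclusive = mean reaches 80% but some replicate falls short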;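 note: 0% = neutral control wells and 100% = parthenolide positive control wells; values of inactives mirror those of a sister screen read the other way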
SR-BI DiI-HDL act – activators of SR-BI mediated HDL lipid uptake; CHO ldlA[mSR-BI] cells, DiI-HDL uptake fluorescence, 3 h; 100 = double the neutral-control signal; actives 0.096% (n = 320,000); activation, % at 12.5 µM;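 active = mean replicate activation of at least 60% and every replicate at or above 60%; inconclusive = mean or all-replicate condition met, but not both; inactive = mean below 60% and not all replicates reaching 60%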;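 note: 0% = median plate neutral-control signal and 100% = twice that signal; values of inactives mirror those of a sister screen read the other way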
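System: LDL receptor-deficient CHO ldlA cells overexpressing murine SR-BI | Timing: 3 h uptake period with compound, 37 °C | Medium: HEPES-buffered (25 mM, pH 7.4) F12 plus 0.5% BSA | Dosing: Single-point compound dose | Signal: Bottom-read fluorescence, 550/595 nm | Read-out: Retained DiI signal reflecting DiI-HDL uptake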
NSD2 inh – inhibitors of human histone methyltransferase NSD2. NSD2 peptide methylation, AlphaScreen, 120 min. inhibition, % at 12.5 µM. O96028. AID 743445. actives 0.54% (n = 310,000); in the data active = inhibition above about 50%
Arr AP2 block – blocks beta-arrestin peptide binding to AP2 adaptin | FITC-arrestin peptide / GST-AP2 beads, flow cytometry; AP2 beta2 appendage carries R879A mutation | inhibition, % at 10 µM | actives 0.31% (n = 340,000);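 active = inhibition above a set limit, near 3 SD of compounds lacking own fluorescence, cut at about 54% in these data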;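 note: plate controls were DMSO wells for no effect and 5 µM unlabelled arrestin peptide for full effect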
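System: GST-AP2 R879A glutathione beads. Medium: PBS with 0.05% Tween 20 and 0.1% BSA. Also added: FITC-arrestin peptide, 50 nM. Incubation: 12 min plus 1 h, RT. Measured by: high-throughput flow cytometry of beads, ex 488, em 535 nm. Evaluation: percent drop in bead-associated FITC signal.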
SR-BI DiI inh – mouse SR-BI HDL lipid transfer inhibition; Q61009; ldlA[mSR-BI] CHO cells, DiI-HDL uptake fluorescence, 3 h; inhibition, % at 12.5 µM; actives 0.96% (n = 320,000); AID 488896;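 active = mean replicate inhibition of at least 70% and a set share of replicates each scoring 70 or more; inconclusive = meets just one of the two criteria; inactive = fails both criteria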;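 note: 0% = median of neutral control wells and 100% = median of positive control wells; values of inactives mirror those of a sister screen read the other way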
DSG3 Ab inh – human desmoglein-3 autoantibody binding inhibition. AID 588358. actives 0.48% (n = 310,000). P32926. binding (percent of control), % at 10 µM. DSG3-coupled beads, scFv-anti-DSG3-GFP binding, flow cytometry; hits give low values;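 active = binding more than 3 SD below its plate's average and above zero; inconclusive = below that plate limit but binding exactly zero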;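 note: hits lower antibody fragment binding to DSG3; some compounds called inactive have numbers as strong as hits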
Target sequence (P32926 whole entry, looked up, the tested form may be a part): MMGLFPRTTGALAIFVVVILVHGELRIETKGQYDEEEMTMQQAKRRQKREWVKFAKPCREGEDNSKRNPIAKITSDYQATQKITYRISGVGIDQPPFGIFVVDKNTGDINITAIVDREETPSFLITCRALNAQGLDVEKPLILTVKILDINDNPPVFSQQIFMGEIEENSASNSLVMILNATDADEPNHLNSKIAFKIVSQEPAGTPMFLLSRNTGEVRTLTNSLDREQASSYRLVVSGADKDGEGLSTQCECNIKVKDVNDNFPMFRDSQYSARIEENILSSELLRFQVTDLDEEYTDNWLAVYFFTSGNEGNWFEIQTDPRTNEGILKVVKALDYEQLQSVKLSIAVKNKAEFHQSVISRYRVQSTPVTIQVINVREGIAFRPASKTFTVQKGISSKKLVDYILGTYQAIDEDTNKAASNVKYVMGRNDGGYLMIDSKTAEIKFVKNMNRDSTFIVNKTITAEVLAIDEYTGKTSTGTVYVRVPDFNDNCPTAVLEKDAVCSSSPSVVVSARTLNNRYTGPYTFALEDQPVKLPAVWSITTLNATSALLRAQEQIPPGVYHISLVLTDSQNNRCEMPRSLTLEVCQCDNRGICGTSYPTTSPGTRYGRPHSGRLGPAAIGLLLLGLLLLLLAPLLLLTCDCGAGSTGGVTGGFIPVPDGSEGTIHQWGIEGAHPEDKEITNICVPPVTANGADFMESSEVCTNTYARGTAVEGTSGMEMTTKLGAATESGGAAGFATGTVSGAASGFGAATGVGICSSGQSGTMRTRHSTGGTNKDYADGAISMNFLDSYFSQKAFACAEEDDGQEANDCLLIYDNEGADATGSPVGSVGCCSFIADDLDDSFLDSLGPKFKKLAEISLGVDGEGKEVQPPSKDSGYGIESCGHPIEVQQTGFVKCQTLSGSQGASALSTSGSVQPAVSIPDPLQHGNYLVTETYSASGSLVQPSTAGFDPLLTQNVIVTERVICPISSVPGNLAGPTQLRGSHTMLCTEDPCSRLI
* = called active by the depositor; ? = inconclusive; . = no result given. Hits appear at their usual frequency (roughly 4.7% active in at least one column).

dFosB activator | CDK5 p35 inh | PKA-R2B act | PKA-R1A act | Mot1-301 SUMO | MITF act | SR-BI DiI-HDL act | NSD2 inh | Arr AP2 block | SR-BI DiI inh | DSG3 Ab inh | SMILES
-2 | 0.6 | 3 | -2 | -8 | . | 10 | 1 | 7 | -10 | 126 | CN1CCN(S(=O)(=O)c2ccc(NC(=O)c3ccccc3F)cc2)CC1
4 | 0.2 | -12 | 1 | 157 | -4 | 11 | -3 | 15 | -11 | 95 | CC1CN(S(=O)(=O)N2CCOCC2)CCN1S(=O)(=O)N1CCOCC1 (configuration not stated)
-3 | -0.2 | 4 | -1 | 0 | 1 | 2 | 1 | -8 | -2 | 112 | O=C(c1ccccc1)C1CCN(C(=O)C2CCC(=O)N(Cc3ccccc3F)C2)CC1 (configuration not stated)
-6 | 1.0 | -2 | 1 | -11 | -2 | -1 | 8 | 24 | 1 | 97 | COc1cccc(OCCOc2ccc(/C=C3/SC(=S)NC3=O)cc2)c1
-1 | -1.2 | -3 | -1 | 4 | . | 4 | 0 | -5 | -4 | 102 | CC(=O)c1c(C)n([O-])c2ccc(C)cc2[n+]1=O
-4 | 0.1 | -9 | -11 | 5 | -8 | 9 | 9 | 6 | -9 | 108 | Nc1ccc2c(c1)Nc1ccccc1CC2
-2 | -2.4 | -1 | -1 | -2 | 1 | -2 | 1 | 3 | 2 | 100 | Cc1[nH]n(-c2ccc(F)cc2)c(=O)c1/C=N/c1sc2c(c1C#N)CCCC2
38* | 3.1 | -5 | 5 | . | -77 | 18 | . | -6 | -18 | 94 | CN1C=C/C(=C\c2cc[n+](C)c3ccccc23)c2ccccc21
-18 | 0.4 | -8 | 9 | 60 | -6 | -14 | 1 | 29 | 14 | . | O=C(CC1C(=O)NCCN1Cc1ccc(F)cc1Cl)NC1CCCCCCC1 (configuration not stated)
-9 | 0.0 | 6 | -8 | 6 | -12 | -33 | 6 | 3 | 33 | 101 | CC(OC(=O)c1cccc(O)c1)C(=O)N(C)Cc1ccccc1 (configuration not stated)
-3 | -0.5 | -1 | 8 | -2 | -6 | 7 | 1 | 16 | -7 | . | CN(c1ccccc1C(=O)NC1CCCCC1)S(=O)(=O)c1ccccc1
-1 | -0.8 | -3 | -5 | 4 | 7 | -7 | -8 | 28 | 7 | 100 | Cc1[nH]c(C)c(S(=O)(=O)NCc2ccccc2Cl)c1C(=O)N1CCCC1
-7 | -1.4 | -4 | -3 | -6 | -6 | 32 | 0 | 4 | -32 | 99 | COc1ccc(Cc2nnc(SCC(=O)NC(C)c3ccccc3)o2)cc1 (configuration not stated)
-1 | 0.1 | -5 | 8 | 2 | 3 | -11 | 0 | 1 | 11 | 100 | Cc1c(Cl)cccc1NC(=O)CCC(=O)N/N=C/c1ccco1
-10 | -1.7 | -3 | -5 | 7 | 13 | 6 | 4 | -15 | -6 | 101 | Cc1ccc(S(=O)(=O)N2CCCCC2)cc1C(=O)NC1CC(C)(C)NC(C)(C)C1
1 | 1.3 | -1 | 0 | 11 | 1 | -2 | -4 | -5 | 2 | 96 | CCCCC(CCC(=O)Nc1ccccc1C(=O)OCC)C(=O)O (configuration not stated)
-2 | 0.4 | 7 | -7 | -3 | 7 | 6 | 0 | 20 | -6 | 110 | Cc1nc(C(F)(F)F)nc(Nc2ccc(N=Nc3ccccc3)cc2)c1C#N
? | 1.4 | 6 | 5 | 15 | -6 | -8 | 0 | 19 | 8 | 100 | O=C(Nc1ccncc1)c1cc(-c2ccccn2)nc2ccc(Br)cc12
-10 | -0.4 | 4 | 2 | -2 | -2 | -1 | -1 | 3 | 1 | 99 | CC1CN(S(=O)(=O)c2cccc(C(=O)NNC(=O)C(C)Oc3ccccc3F)c2)CC(C)O1 (configuration not stated)
-12 | -0.7 | 1 | 6 | 440 | -7 | -9 | . | 4 | 9 | 104 | Cc1ccc(C(=O)CC2(O)C(=O)N(C)c3ccc(Br)cc32)c(C)c1 (configuration not stated)

Overlap with the part before: 6 entries, followed by the next part.
dFosB activator | CDK5 p35 inh | PKA-R2B act | PKA-R1A act | Mot1-301 SUMO | MITF act | SR-BI DiI-HDL act | NSD2 inh | Arr AP2 block | SR-BI DiI inh | DSG3 Ab inh | SMILES
-10 | -1.7 | -3 | -5 | 7 | 13 | 6 | 4 | -15 | -6 | 101 | Cc1ccc(S(=O)(=O)N2CCCCC2)cc1C(=O)NC1CC(C)(C)NC(C)(C)C1
1 | 1.3 | -1 | 0 | 11 | 1 | -2 | -4 | -5 | 2 | 96 | CCCCC(CCC(=O)Nc1ccccc1C(=O)OCC)C(=O)O (configuration not stated)
-2 | 0.4 | 7 | -7 | -3 | 7 | 6 | 0 | 20 | -6 | 110 | Cc1nc(C(F)(F)F)nc(Nc2ccc(N=Nc3ccccc3)cc2)c1C#N
? | 1.4 | 6 | 5 | 15 | -6 | -8 | 0 | 19 | 8 | 100 | O=C(Nc1ccncc1)c1cc(-c2ccccn2)nc2ccc(Br)cc12
-10 | -0.4 | 4 | 2 | -2 | -2 | -1 | -1 | 3 | 1 | 99 | CC1CN(S(=O)(=O)c2cccc(C(=O)NNC(=O)C(C)Oc3ccccc3F)c2)CC(C)O1 (configuration not stated)
-12 | -0.7 | 1 | 6 | 440 | -7 | -9 | . | 4 | 9 | 104 | Cc1ccc(C(=O)CC2(O)C(=O)N(C)c3ccc(Br)cc32)c(C)c1 (configuration not stated)
-8 | 3.1 | 4 | 3 | -16 | -3 | -12 | 4 | 16 | 12 | 99 | COc1ccc(Cl)cc1NC(=O)C(C)N1CCc2ccccc21 (configuration not stated)
-1 | 0.3 | -7 | -10 | -24 | -1 | -8 | 2 | 0 | 8 | 110 | C/C(CC(=O)Nc1cccnc1)=N/NC(=O)COc1ccc(Cl)cc1Br
0 | 1.0 | -11 | -15 | 50 | 18 | 6 | 1 | 1 | -6 | 107 | Oc1ccc(CNC2CCCCC2)cc1
30* | 1.3 | 10 | -3 | -25 | -10 | -5 | 5 | 6 | 5 | 108 | Cc1ccc(C)c(NC(=O)Cn2nnc(C(=O)NCc3ccco3)c2N)c1
4 | -0.4 | 3 | 0 | -5 | 7 | 39 | . | -8 | -39 | 102 | CC(C)[C@H](NC(=O)OCc1ccccc1)C(=O)N[C@@H](Cc1c[nH]c2ccccc12)C(=O)O
-3 | -7.1 | -16 | -9 | -4 | 1 | 6 | 0 | -24 | -6 | 109 | Cc1ccc(NC(=O)CN(C)C(=O)c2ccc(NS(=O)(=O)c3ccc4[nH]c(=O)[nH]c4c3)cc2)cc1
8 | 2.4 | -2 | -13 | -5 | . | 20 | . | 4 | -20 | 97 | Cc1ccc2nc(-c3ccc(O)cc3)c(Nc3ccc4c(c3)OCCO4)n2c1
-10 | -3.1 | 0 | -4 | . | 2 | 17 | -1 | 3 | -17 | 101 | CCN(CC(=O)Nc1c(F)cccc1F)C(=O)Cc1ccc(S(=O)(=O)N2CCOCC2)s1
6 | 0.0 | -3 | -2 | -2 | -4 | 9 | -3 | 0 | -9 | 102 | CCC(C)NC(=O)CN(C1CCCCC1)S(C)(=O)=O (configuration not stated)
1 | -0.2 | -5 | -6 | 8 | . | -2 | 4 | -7 | 2 | 100 | COC(=O)C(Cc1cnc(Cl)s1)(C(=O)OC)c1ccc([N+](=O)[O-])cc1
-5 | 0.8 | -9 | 3 | 289 | 7 | 20 | -2 | 35 | -20 | . | CCOc1ccc(N2CC(C(=O)NC3=NCCS3)CC2=O)cc1 (configuration not stated)
-2 | 0.6 | 4 | -5 | 676* | 13 | 16 | 5 | -2 | -16 | 104 | Cn1c(-c2ccc3c(c2)OCO3)cnc1NC(=O)CCC(=O)NCCc1ccccc1
1 | 1.0 | -2 | -5 | -3 | -3 | . | -1 | -9 | 0 | 110 | COc1ccc(NC(=O)NNS(=O)(=O)c2cc(C)ccc2C)cc1OC
0 | -4.0 | 3 | -6 | 81 | -4 | 32 | -3 | -2 | -32 | 87 | O=C(NCCCn1ccnc1)c1ccco1
1 | 0.0 | 2 | 4 | -14 | -54 | 0 | 0 | -3 | 0 | 118 | Cc1ccnn1CC(=O)N/N=C/c1ccc([N+](=O)[O-])s1
-14 | -0.3 | 0 | 0 | -4 | -20 | 17 | 1 | 2 | -17 | 112 | Cc1cc2ccccn2c1C(=O)c1nc(NCc2ccccc2)ncc1Cl
-5 | 1.9 | 5 | 16 | -2 | -2 | -17 | 3 | 3 | 17 | . | O=C(CSc1nc(-c2ccccc2)c(-c2ccccc2)o1)N1CCOCC1
6 | -0.5 | -10 | -4 | -11 | . | . | 14 | 8 | . | . | CCOC(=O)Cc1csc(NC(=O)c2ccncc2)n1
-6 | 1.5 | -1 | 2 | -32 | 10 | -34 | 1 | -3 | 34 | 101 | Clc1ccc(N2COC3c4cccc5cccc(c45)C32)cc1 (configuration not stated)
-18 | 0.2 | 4 | 1 | 10 | -1 | -27 | 4 | 11 | 27 | 66 | CCCCN(CC)C(=O)/C=C/c1cccc([N+](=O)[O-])c1
-5 | -0.9 | 9 | -7 | -2 | . | -42 | . | 23 | 42 | 100 | COc1ccc(NC(=O)C2CCCN(S(=O)(=O)c3ccc4c(c3)oc(=O)n4C)C2)c(OC)c1 (configuration not stated)
-5 | 0.8 | -1 | -3 | 189 | -2 | 23 | . | -7 | -23 | 104 | Cc1ccc(CN(C(=O)c2csnn2)C(C(=O)NC2CCCC2)c2ccc(C)o2)cc1 (configuration not stated)
-15 | -0.9 | -4 | -5 | 14 | 20 | -12 | -1 | 9 | 12 | 103 | S=c1[nH]c(-c2ccccc2)cn1/N=C/c1ccccc1Br
-7 | 0.7 | 3 | 0 | -4 | 2 | 14 | 8 | -2 | -14 | 102 | COC(=O)CC(C(=O)Nc1cc(C(=O)OC)cc(C(=O)OC)c1)N1CCN(C)CC1 (configuration not stated)
-3 | . | 3 | -13 | 7 | 13 | 21 | 2 | 18 | -21 | 105 | CCc1cccc(C)c1NC(=O)C1CCN(c2nn3c(=O)cc(C)nc3s2)CC1
0 | 2.5 | -1 | -8 | 4 | -7 | -2 | . | 22 | 2 | 101 | Cc1ccc(S(=O)(=O)N(CC(=O)N2CCCC2)C2CCCCC2)cc1
